PLCb3 inh – human PLC-beta3 inhibitors, primary screen, biochemical, fluorescence. 1-phosphatidylinositol 4,5-bisphosphate phosphodiesterase beta-3 (Homo sapiens), Q01970. Purified PLC-beta3, fluorogenic substrate. inhibition, % at 12.2 µM. hit rate 0.18% among 370,000; in the data active = inhibition above about 11%;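 also: 0% = median of compound wells on plate and 100% = full blocker control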
KLK7 zymogen act – proKLK7 zymogen activators, primary screen, biochemical, fluorescence intensity. purified proKLK7, EDANS-DABCYL substrate fluorescence; 100% is mature enzyme control, 0% vehicle. activation, % at 7 µM. hit rate 0.9% among 370,000. AID 652039, 2013;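 active = activation above the mean of all tested compounds plus 3 SD, computed per campaign excluding outliers beyond control limits, cut at about 13% in these data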
Target sequence (P49862 whole entry, looked up): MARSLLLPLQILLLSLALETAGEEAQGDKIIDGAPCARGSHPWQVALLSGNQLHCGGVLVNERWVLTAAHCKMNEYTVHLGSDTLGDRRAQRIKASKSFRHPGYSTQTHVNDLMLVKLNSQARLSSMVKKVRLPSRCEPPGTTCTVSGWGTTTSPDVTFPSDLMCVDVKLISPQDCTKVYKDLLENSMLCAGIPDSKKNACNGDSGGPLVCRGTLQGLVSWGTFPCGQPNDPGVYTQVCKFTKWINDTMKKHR
NR1D1 modulator – modulators of Rev-erb alpha DNA binding, primary screen, biochemical, FITC-DNA, fluorescence polarization, uHTS | Nuclear receptor subfamily 1 group D member 1 (Homo sapiens), P20393 | Rev-erbα–FITC-DNA binding, 90 min | activity, % at 10 µM | hit rate 0.79% among 370,000 | AID 1259318, 2017;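 active = activity above about 14%, limit read from the data; passing the limit was not always enough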;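 also: 0% = DMSO wells with 35 nM protein and 100% = DMSO wells with 750 nM protein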
ARFGAP1 inh – inhibitors of rat ARFGAP1 GAP activity, primary screen, biochemical, fluorescence polarization, GDP tracer. ADP-ribosylation factor GTPase-activating protein 1 (Rattus norvegicus), Q62848. Arfgap1-stimulated ARF1 GTP hydrolysis, GDP FP detection. inhibition, % at 16.5 µM. hit rate 0.26% among 360,000;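 active = inhibition above a per-plate limit, mean inhibition of low control wells plus 3 SD, cut at about 25% in these data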;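 also: 0% = DMSO wells with enzyme and 100% = wells lacking Arfgap1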
Target sequence (Q62848 1-136 limits assumed): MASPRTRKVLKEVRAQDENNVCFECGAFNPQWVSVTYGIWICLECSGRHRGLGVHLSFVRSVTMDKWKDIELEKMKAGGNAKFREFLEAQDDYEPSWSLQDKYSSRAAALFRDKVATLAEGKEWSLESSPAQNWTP
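Material: truncated rat Arfgap1 GAP domain; Incubation: compound-enzyme preincubation 20 min, reaction 120 min, detection 60 min, 25 °C; Read-out: percent inhibition of Arfgap1-stimulated GTP hydrolysis; Technique: FP, GDP Alexa 633 tracer displaced from anti-GDP antibody, 620/688 nm; Controls: No-Arfgap1 wells (100%) versus DMSO full-reaction wells (0%); Replication: single well per compound.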
UHRF1 binding – UHRF1 methylated DNA binding inhibitors, primary screen, counter-screen for MBD2 inhibitor project, biochemical, TR-FRET, human UHRF1, single concentration; E3 ubiquitin-protein ligase UHRF1 (Homo sapiens), Q96T88; UHRF1 binding to methylated oligo; inhibition, % at 4.4 µM; hit rate 0.75% among 370,000; AID 687016, 2013; in the data active = inhibition above about 21%;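 also: UHRF1 SRA domain binding a hemimethylated CpG hairpin DNA probe; 0% = median of test compound wells and 100% = reference inhibitor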
Tn7 DDE FP – inhibitors of Tn7 peptide binding to fibrin DD(E), primary screen, biochemical, fluorescence polarization, human fibrin, Tn7 probe; AID 720508, 2013; hit rate 0.13% among 370,000; FP displacement of FITC-Tn7 peptide from fibrin DD(E); 0% = median of compound wells per plate; inhibition, % at 8.3 µM; Fibrinogen beta chain (Homo sapiens), P02675;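 active = inhibition above the mean of compounds falling within the control limits plus 3 SD of them, cut at about 14% in these data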;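 also: 0% = plate median of compound wells and 100% = 10 µM Aha-Tn7 peptide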
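assay system = human clot-derived fibrin DD(E) complex | quantity = Fibrin-DD(E) at 2 µM final | timing = 10 min preincubation, 3 h with tracer, room temperature | signal = fluorescence polarization | measure = percent inhibition | benchmarks = high control wells with 10 µM unlabelled Aha-Tn7 peptide (full inhibition) | replicates = singlicate testing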
ASAP1 inh – inhibitors of human ASAP1 ArfGAP activity, primary screen, biochemical, fluorescence polarization | ASAP1-stimulated ARF1 GTP hydrolysis, GDP FP detection | hit rate 0.19% among 360,000 | inhibition, % at 16.5 µM | Arf-GAP with SH3 domain, ANK repeat and PH domain-containing protein 1 (Homo sapiens), …; in the data active = inhibition above about 25%;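 also: 0% = vehicle with enzyme and substrate and 100% = no enzyme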
DDE Tn6 FP inh – inhibitors of Tn6 peptide binding to fibrin DD(E), primary screen, biochemical, fluorescence polarization, human fibrin, Tn6 probe. inhibition, % at 8.3 µM. Fibrin DD(E) TRITC-Tn6 fluorescence polarization displacement. Fibrinogen beta chain (Homo sapiens), P02675. hit rate 0.21% among 370,000;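 active = inhibition above a per-campaign cutoff: mean of compounds within control limits plus 3 SD, cut at about 15% in these data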;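 also: 0% = median of all compound wells on the plate and 100% = blocking peptide control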
PLCg1 inh – PLC-gamma1 enzyme inhibitors, primary screen, biochemical, fluorescence, purified enzyme | 1-phosphatidylinositol 4,5-bisphosphate phosphodiesterase gamma-1 (Homo sapiens), P19174 | fluorogenic substrate | inhibition, % at 12.2 µM | hit rate 0.84% among 370,000; in the data active = inhibition above about 9.5%
sPLA2-III inh – human group III sPLA2 inhibitors, primary screen, biochemical, QFRET, BODIPY PC-A2 liposome substrate; Group 3 secretory phospholipase A2 (Homo sapiens), Q9NZ20; QFRET BODIPY PC-A2 liposome hydrolysis, fluorescence; inhibition, % at 12.2 µM; hit rate 0.56% among 370,000; AID 743126, 2013;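 active = inhibition above mean plus 3 SD of compounds lying within the high and low control bounds, cut at about 19% in these data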;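 also: 0% = median of test compound wells and 100% = no enzyme DMSO wells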
Target sequence (Q9NZ20 whole entry, looked up): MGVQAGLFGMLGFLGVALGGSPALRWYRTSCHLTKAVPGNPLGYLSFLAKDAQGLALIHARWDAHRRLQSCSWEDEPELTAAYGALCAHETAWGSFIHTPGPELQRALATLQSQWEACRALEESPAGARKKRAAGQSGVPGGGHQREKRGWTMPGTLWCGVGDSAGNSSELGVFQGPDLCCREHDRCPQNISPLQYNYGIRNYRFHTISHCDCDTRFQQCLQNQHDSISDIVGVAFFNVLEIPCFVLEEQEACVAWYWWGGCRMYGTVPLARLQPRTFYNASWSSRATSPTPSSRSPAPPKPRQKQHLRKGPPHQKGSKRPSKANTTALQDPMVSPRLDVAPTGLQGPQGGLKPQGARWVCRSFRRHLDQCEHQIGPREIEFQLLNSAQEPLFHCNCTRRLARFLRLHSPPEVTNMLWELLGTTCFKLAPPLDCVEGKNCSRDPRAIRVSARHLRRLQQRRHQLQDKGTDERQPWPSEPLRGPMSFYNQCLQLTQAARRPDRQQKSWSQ
Numbers without * were called inactive; i = inactive; · = not tested or not shown.

SMILES	PLCb3 inh	KLK7 zymogen act	NR1D1 modulator	ARFGAP1 inh	UHRF1 binding	Tn7 DDE FP	ASAP1 inh	DDE Tn6 FP inh	PLCg1 inh	sPLA2-III inh
Cc1cc(C)n(-c2cc(N3CCN(S(=O)(=O)c4ccc(Br)cc4)CC3)ccc2[N+](=O)[O-])n1	8	0.8	-1	-12	-5	3	-7	2	6	-17
COC(=O)C1=C(CN2CCN(C)CC2)NC(=O)NC1c1cc(C)ccc1C (stereo not given)	-2	0.6	0	7	1	7	3	-7	-2	5
COc1ccc(NC(=O)CSc2nnc(Cc3cccs3)n2C)cc1	0	0.3	-1	-10	0	2	-2	4	5	0
Cc1cccc(-n2c(N)cc(=O)[nH]c2=S)c1	-3	0.1	2	-5	1	3	9	0	-1	6
COC(=O)Cn1c(=NC(=O)c2sc3ccccc3c2Cl)sc2cc(S(N)(=O)=O)ccc21	-109	-13	12	20	2	5	25	3	-90	-7
COc1ccc(/C=N/Nc2nc(Nc3ccccc3)nc(N3CCCCC3)n2)cc1OC	2	-0.7	·	0	-3	5	0	4	-1	-14
CCOC(=O)n1c(=O)n(Cc2ccc(Cl)cc2Cl)c2ccccc21	4	-0.4	2	-8	2	-1	-9	3	10*	10
CCSc1nnc(NC(=O)Cn2cnc3ccccc3c2=O)s1	-4	0.3	-4	-5	-1	1	1	8	0	3
COc1ccc(CNC(=S)Nc2ccc(OC)cc2)cc1	-1	-0.3	1	8	0	-1	9	8	-2	18
CCOc1cc(-c2nnn(CC(=O)N3CCCCC3)n2)ccc1OC	-5	0.3	0	11	0	-5	9	-15	3	-2
CCOc1ncccc1C(=O)OCC(=O)c1ccc(F)cc1	3	-0.6	3	-5	0	5	-15	11	0	-6
O=c1[nH]c(O)c(/C=C2\C=Nc3ccc(Br)cc32)[nH]1	-3	0.3	0	-5	0	-2	-8	3	-3	-7
COCCN(C(=O)COC(=O)c1ccc(-c2ccccc2)cc1)c1c(N)n(Cc2ccccc2)c(=O)[nH]c1=O	-2	-0.1	2	5	3	0	1	-1	-1	-17
O=C(NCc1ccco1)c1n[nH]c(=O)c2ccccc12	-4	0.4	-2	-2	8	2	13	-9	-2	5
CC1CCN(Cc2c(C(=O)N3CCc4ccccc4C3)nc3ccc(Cl)cn23)CC1	-10	0.4	6	11	0	-4	9	-1	-4	-5
c1ccc(CSCc2nc3ccccc3[nH]2)cc1	-2	-0.2	5	0	2	2	-4	-4	-2	5
Cc1cc(C)cc(NC(=O)CCOc2ccccc2)c1	-6	-1.3	-3	2	3	0	-1	0	2	-1
CCOc1ccccc1NC(=O)COC(=O)C1CCC1	-4	0.2	1	7	1	-1	-15	-5	1	-3
CC(C)CNS(=O)(=O)c1cc(C(=O)OCC(=O)c2ccc3c(c2)OCCO3)c(Cl)cc1Cl	3	-0.8	5	5	-3	-2	6	-5	3	-35
CCN1CCN(CC(=O)Nc2nc3ccccc3s2)CC1	-2	-0.1	-4	10	1	-1	-5	1	-3	-4
CSc1nc2ccccc2cc1/C=C(\C#N)c1ccc(Cl)c(Cl)c1	-3	-0.1	3	6	-2	2	-8	-5	-14	-8
CC(=O)NCCC(=O)N1CCCC(N2CCN(c3cccc(Cl)c3)CC2)C1 (stereo not given)	-6	-0.3	0	5	1	-6	-4	4	2	4
Cc1cc(C)cc(N(C(=O)CNC(=O)c2ccco2)C(C(=O)NC2CCCCC2)c2cccnc2)c1 (stereo not given)	-7	0.2	3	13	0	4	-10	0	-2	-3
COc1ccc(C(=O)/C=C/c2cccnc2)c(OC)c1	-8	0.1	-1	-4	3	2	-1	2	-4	18
c1csc(CNCCN2CCOCC2)c1	1	-0.6	3	1	1	1	6	4	12*	13

(further entries)
SMILES	PLCb3 inh	KLK7 zymogen act	NR1D1 modulator	ARFGAP1 inh	UHRF1 binding	Tn7 DDE FP	ASAP1 inh	DDE Tn6 FP inh	PLCg1 inh	sPLA2-III inh
CC(C)c1ccc(-c2noc(C3CCCN(C(=O)c4ccc(F)cc4F)C3)n2)cc1 (stereo not given)	0	0.1	-1	-2	-3	6	-3	1	1	-17
Cc1ccc(S(=O)(=O)NNc2c3ccccc3nc3ccc(Cl)cc23)cc1	-93	2.2	-26	-4	0	-9	11	4	-71	0
COc1cc(OC)c(S(=O)(=O)NCc2ccco2)cc1S(=O)(=O)NCc1ccco1	2	-0.4	-2	-3	0	0	-1	7	0	1
O=C(CCc1nnc2ccc(N3CCCC3)nn12)Nc1ccc(F)c(F)c1	-6	0.0	19	15	0	4	16	0	0	10
CC(=O)Nc1ccc(S(=O)(=O)N2CCN(c3cc4c(cc3[N+](=O)[O-])n(C)c(=O)n4C)CC2)cc1	-1	0.4	0	7	1	9	1	2	3	6
CC(=O)Nc1ccc(C(=O)NCC(=O)OCc2ccccc2F)cc1	-2	0.4	-3	-2	1	5	-10	-3	2	0
O=C(c1ccc(COc2ccccc2Br)cc1)N1CCCCC1	-3	-0.1	1	-4	1	1	10	-5	1	-14
COc1ccc(C2(O)CCN(C(=O)Cc3cccnc3)CC2)cc1	0	0.4	1	-10	2	-3	-2	11	-5	4
CCN1CCN(S(=O)(=O)c2ccc(Cl)c(C(=O)NCCc3ccccc3)c2)CC1	-8	-0.1	-1	-3	1	8	-4	5	-8	6
COC(=O)Cc1c(C)[nH]n(-c2cc(Cl)cc(Cl)c2)c1=O	1	0.5	2	7	-9	-3	0	-4	0	0
CN(C)CCNc1nc2sc3c(c2c(=O)n1Cc1ccccc1)CCCCC3	-3	-0.4	-9	5	0	-3	-3	6	3	-5
N#Cc1nc(-c2ccccc2F)oc1NCCc1ccccn1	-22	0.5	1	-12	1	-2	9	-7	-14	0
O=C(O)/C=C/c1ccc(S(=O)(=O)Nc2ccccc2C(=O)Nc2ccc(F)cc2)cc1	-23	0.5	1	2	3	0	-7	-3	-7	0
CCOC(=O)c1ccc(NC(=O)c2ccccc2N(C)S(=O)(=O)c2ccccc2)cc1	1	0.1	4	22	3	1	-7	1	0	-15
c1ccc2c(c1)ncn2CCCOc1ccc2c(c1)CCC2	4	-0.5	-2	-9	-3	6	-2	-1	0	-9
Cc1cc(C)cc(NC(=O)COc2ccc(C(=S)N3CCOCC3)cc2)c1	0	0.2	6	-3	-1	-1	-8	-7	-1	0
O=C(Nc1nncs1)C1c2ccccc2Oc2ccccc21	-2	0.4	-1	-1	2	4	-8	3	-2	-7
COc1ccccc1OCc1nc(C#N)c(N2CCCC2)o1	1	0.1	-9	-4	0	-3	1	2	3	3
O=C(Nc1nccs1)C(c1ccccc1)N1CCCCC1 (stereo not given)	-2	0.2	-3	-10	4	-1	-9	4	2	-6
N#Cc1nc(-c2ccccc2F)oc1NC1CCCCC1	i	-3.0	4	-5	1	-2	2	-6	i	-2
COc1ccc(S(=O)(=O)N2CCN(C(=O)[C@@H]3CCC(=O)N3C3OC(=O)c4ccccc43)CC2)cc1 (stereo not given in full)	1	0.3	·	0	4	5	8	1	-1	8
Cc1ccn2cc(-c3nonc3C)cc2c1	-32	-1.3	1	15	-3	-2	-5	10	-24	-5
NC(=S)NN=Cc1nccc2c(C(F)(F)F)cccc12	-91	2.2	-11	-8	-10	3	-11	8	-56	11
CCOC(=O)C1=CCN(S(=O)(=O)c2ccc(Cl)cc2)C1c1cccc(C)c1 (stereo not given)	1	0.3	-4	2	0	0	3	4	0	2
Cc1cc(C)n2nc(C(=O)OCC(=O)NC(=O)c3ccccc3)nc2n1	-6	-0.3	0	7	1	-2	8	-1	6	6

The list continues:
SMILES	PLCb3 inh	KLK7 zymogen act	NR1D1 modulator	ARFGAP1 inh	UHRF1 binding	Tn7 DDE FP	ASAP1 inh	DDE Tn6 FP inh	PLCg1 inh	sPLA2-III inh
COc1ccc(C(=O)NCCNc2nc3cc(C)cc(C)c3cc2C#N)nc1	-5	0.0	23*	-11	-2	6	-5	13	-7	3
COc1cc2c(cc1OC)N1C(=O)CC(OCC(=O)O)C3C4CC5(CCN5C(=O)C4=O)C2C31 (stereo not given)	-4	-0.3	2	8	9	4	-14	4	-4	5
O=C(CNC(=O)c1cccc(F)c1)N/N=C/C=C/c1ccccc1	-1	-0.3	-3	0	-1	-4	7	6	2	-4
O=S(=O)(c1cccc(Br)c1)N1CCN(c2ccnc3cc(Cl)ccc23)CC1	-12	-4.1	8	0	4	-11	3	-12	0	-18
Cc1cc(C)c(S(=O)(=O)c2ccccc2C)c(Oc2ccccc2)n1	1	-0.7	5	3	0	-11	-10	-1	2	-1
CCN(CC)c1ccc(/C=N/NC(=O)c2cccc(S(=O)(=O)Nc3ccccc3OC)c2)cc1	-443	-5.1	-2	6	-1	-1	-21	4	-466	-12
O=C(OCC(=O)N1CCN(c2ccccc2)CC1)c1ccccc1[N+](=O)[O-]	-5	-0.1	-1	-5	2	0	-3	-1	0	-4
CN(CCNC(=O)C1(O)c2ccccc2NC(=O)N1c1ccccc1)Cc1ccccc1 (stereo not given)	-1	-0.8	0	8	4	-3	11	3	-1	6
N#CC(=C1C=CC(=NO)C(Cl)=C1)c1ccc(Cl)cc1	-10	0.0	1	1	-3	10	-3	5	2	-22
N=c1oc2ccc(Cl)cc2cc1C(=O)Nc1ccc(F)cc1	-9	0.8	-3	6	-1	5	6	-4	-1	-4
O=C1CCCN1c1ccc(S(=O)(=O)NCc2ccc(F)cc2)cc1	-4	0.7	7	-2	1	-9	3	0	3	-5
COCCNc1ncnc2c1ncn2[C@H]1CN(Cc2ccc(OC)cc2)C[C@@H](CO)O1	0	0.7	3	-12	-2	-2	-5	-2	2	6

By substructure, the compounds so far with a COOH group.
SMILES	PLCb3 inh	KLK7 zymogen act	NR1D1 modulator	ARFGAP1 inh	UHRF1 binding	Tn7 DDE FP	ASAP1 inh	DDE Tn6 FP inh	PLCg1 inh	sPLA2-III inh
O=C(O)/C=C/c1ccc(S(=O)(=O)Nc2ccccc2C(=O)Nc2ccc(F)cc2)cc1	-23	0.5	1	2	3	0	-7	-3	-7	0
COc1cc2c(cc1OC)N1C(=O)CC(OCC(=O)O)C3C4CC5(CCN5C(=O)C4=O)C2C31 (stereo not given)	-4	-0.3	2	8	9	4	-14	4	-4	5

Screening data deposited in PubChem by several laboratories.
